Compound activity (PubChem)
Arrestin-AP2 inh: blocks beta-arrestin peptide binding to AP2 adaptin; FITC-arrestin peptide / GST-AP2 beads, flow cytometry; AP2 beta2 appendage carries R879A mutation; inhibition, % at 10 µM; 340,000 compounds, 0.31% hits;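 active means inhibition above a set limit, near 3 SD of compounds lacking own fluorescence, cut at about 54% in these data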;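 further: plate controls were DMSO wells for no effect and 5 µM unlabelled arrestin peptide for full effect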
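System: GST-AP2 R879A bound to glutathione beads, E. coli-expressed. Also added: 50 nM FITC-arrestin peptide. Schedule: compound with beads 12 min RT, then probe 1 h RT. Signal: bead flow cytometry, FITC channel. Read-out basis: percent response.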
V-ATPase pH: alters yeast V-ATPase proton transport | response, % at 10 µM | 350,000 compounds, 0.37% hits | S. cerevisiae, pHLuorin cytosolic pH fluorescence; in the data active means response mostly above about 7.3%, no sharp cut-off; inactive means mostly below about 5.4%; further: actives read high; inactives centre near 0; some compounds called inactive have numbers as strong as hits; reference of the scale not given here
DSG3 Ab inh: human desmoglein-3 autoantibody binding inhibition; P32926; 310,000 compounds, 0.48% hits; DSG3-coupled beads, scFv-anti-DSG3-GFP binding, flow cytometry; stronger effect = lower value; binding (percent of control), % at 10 µM;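 active means binding more than 3 SD below its plate's average and above zero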;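 further: hits lower antibody fragment binding to DSG3; some compounds called inactive have numbers as strong as hits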
Target sequence (P32926 whole entry, looked up, the tested form may be a part): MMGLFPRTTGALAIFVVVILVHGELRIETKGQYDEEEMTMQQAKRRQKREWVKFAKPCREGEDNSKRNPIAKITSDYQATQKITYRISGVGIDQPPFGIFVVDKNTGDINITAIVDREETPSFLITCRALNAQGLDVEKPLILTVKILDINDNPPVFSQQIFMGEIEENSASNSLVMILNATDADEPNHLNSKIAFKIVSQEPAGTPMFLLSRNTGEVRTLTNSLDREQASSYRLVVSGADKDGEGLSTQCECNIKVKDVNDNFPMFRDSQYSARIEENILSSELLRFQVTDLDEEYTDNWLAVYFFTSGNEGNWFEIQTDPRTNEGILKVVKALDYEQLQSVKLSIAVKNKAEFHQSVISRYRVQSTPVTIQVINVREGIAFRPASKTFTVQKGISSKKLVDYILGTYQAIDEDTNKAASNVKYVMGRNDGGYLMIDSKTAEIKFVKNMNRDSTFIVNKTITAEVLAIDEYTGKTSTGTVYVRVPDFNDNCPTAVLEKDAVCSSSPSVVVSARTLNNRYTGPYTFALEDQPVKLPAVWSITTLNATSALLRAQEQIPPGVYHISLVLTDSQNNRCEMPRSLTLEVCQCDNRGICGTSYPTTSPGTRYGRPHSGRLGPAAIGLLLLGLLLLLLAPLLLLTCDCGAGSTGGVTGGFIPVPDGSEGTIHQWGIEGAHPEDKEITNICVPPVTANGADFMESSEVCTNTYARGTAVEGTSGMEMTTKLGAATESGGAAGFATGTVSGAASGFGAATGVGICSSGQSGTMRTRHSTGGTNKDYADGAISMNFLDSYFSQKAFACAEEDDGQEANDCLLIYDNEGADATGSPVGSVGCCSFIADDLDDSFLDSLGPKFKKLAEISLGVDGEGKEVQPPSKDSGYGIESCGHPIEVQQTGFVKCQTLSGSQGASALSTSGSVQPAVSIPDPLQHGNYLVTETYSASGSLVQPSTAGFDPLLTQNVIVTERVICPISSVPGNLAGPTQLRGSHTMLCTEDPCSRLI
An asterisk follows results filed as active; . = not tested or not shown.

A first look, two compounds:
SMILES	Arrestin-AP2 inh	V-ATPase pH	DSG3 Ab inh
COc1c(F)c(F)c(C(=O)O)c(Nc2cccc(C)c2)c1F	20	3	.
NC(=S)N=Nc1c(O)[nH]c2c(Br)cc(Br)cc12	11	1	.

All compounds of this part, repeating the preview:
SMILES	Arrestin-AP2 inh	V-ATPase pH	DSG3 Ab inh
COc1c(F)c(F)c(C(=O)O)c(Nc2cccc(C)c2)c1F	20	3	.
NC(=S)N=Nc1c(O)[nH]c2c(Br)cc(Br)cc12	11	1	.
CCC(C)OC(=O)C[N+](C)(C)CCOC1CC2CCC1(C)C2(C)C (stereo not given)	0	-2	.
Cc1c(/C(O)=C2/C(=O)C(=O)N(CCN3CCOCC3)C2c2ccccn2)cnn1-c1ccccc1 (stereo not given)	43	2	.
CCOc1cc(S(=O)(=O)NCc2ccncc2)ccc1Cl	-8	-1	.
COc1ccc(/C=C(\C#N)c2n[nH]c(Cn3cncn3)n2)cc1	16	0	.
Cc1cccc(-n2cc3c(=O)n(C)c(=O)n(C)c3c2)c1	24	2	.
CCOC(=O)C1CCCc2c1[nH]c1ccc(Cl)cc21 (stereo not given)	8	-3	.
COCc1cc(C)nc(SC)c1C#N	37	3	.
N#CCC(=O)Nc1ccc(C(=O)OCC(=O)Nc2ccccc2Sc2ccccc2)cc1	31	1	.
Cc1nc(NCc2cccnc2)c2c3c(sc2n1)CCCC3	1	-2	.
CN(NS(=O)(=O)c1ccc(F)cc1)c1ncc(C(F)(F)F)cc1Cl	1	1	.
C/C(=N\Nc1ccc([N+](=O)[O-])cc1)c1ccc(O)cc1	-18	4	.
CSc1ccc(/C=C/C(=O)OCC(=O)NC(C)C)cc1	37	0	.
O=C(NC(=S)N1CCCCCC1)c1ccc(Cl)cc1Cl	2	2	.
CCC(=O)NC(c1cccc([N+](=O)[O-])c1)c1c(O)ccc2ccccc12 (stereo not given)	0	1	.
Cc1cc(C)n(-c2nc(C(=O)O)cs2)n1	8	-1	.
COc1ccc(NC(=O)c2c(C(F)(F)F)nn(C)c2Cl)cc1	-1	-1	.
CNc1ccccc1C(C)(C)c1cc(-c2cccc(OC)c2)no1	0	1	.
CCOc1ccc(NC(=O)C2C(C(=O)O)C3(Cl)C(Cl)=C(Cl)C2(Cl)C3(Cl)Cl)cc1 (stereo not given)	0	-1	.
CC1(C)Oc2ccc3ccc(=O)oc3c2/C(=C/Nc2cccc(O)c2)C1=O	-5	0	.
CCN(CC)CC(=O)Nc1ccc(Oc2ccc(NC(=O)CN(CC)CC)cc2)cc1	0	-2	.
O=C(CCc1nnc(C2CCCCC2)o1)N1CCN(C2CCCCC2)CC1	33	0	.
CCOC(=O)c1ccccc1NC(=O)CN(c1ccc(OCC)cc1)S(C)(=O)=O	1	-1	.
O=S(=O)(c1ccc2c(c1)OCCO2)N1CCN(c2ncnc3sccc23)CC1	8	-1	.
Other structures.
SMILES	Arrestin-AP2 inh	V-ATPase pH	DSG3 Ab inh
Cc1ccc(SCCC(=O)N/N=C/c2ccncc2)cc1	1	-1	.
O=S(=O)(c1ccccc1F)N1CCN(c2nc3ccccc3s2)CC1	-10	-1	.
O=C(COc1ccccc1-c1ccccc1)NCc1ccco1	5	1	.
CCOc1ccccc1C1CC(c2cccs2)=NN1S(C)(=O)=O (stereo not given)	-7	-1	.
NS(=O)(=O)c1ccc(NC(=O)c2ccc(-c3ccccc3)cc2)cc1	5	-1	.
CCCN1CCN(C(=O)Cn2cnc3ccc(S(=O)(=O)N4CCC(C)CC4)cc3c2=O)CC1	2	-2	.
Cn1nc(-c2ccccc2)c(C(=O)NC(C(=O)O)c2ccccc2)c1Cl (stereo not given)	-4	-1	.
O/N=C/c1cn(-c2ccc(Cl)cc2)nn1	-2	0	.
COc1cccc(/C=N/NC(=O)C(=O)N/N=C/c2cccc(OC)c2O)c1O	4	0	.
Cc1cc(OCC(=O)Nc2ccc(CN3CCCCC3)cc2)ccc1Cl	8	-1	.
CCc1ccc(NC(=O)c2cnc(N3CCN(c4ccccn4)CC3)c3ccccc23)cc1	42	1	.
CC[n+]1c(/C=C/c2c[nH]c3ccccc23)ccc2cc(C)ccc21	-15	8.2*	.
O=C(CC1C(=O)N(Cc2ccccc2)C(=S)N1CCN1CCOCC1)Nc1ccc(F)cc1 (stereo not given)	-17	4	.
Cc1ccc(Cl)cc1NC(=O)C1CCN(S(C)(=O)=O)CC1	41	-2	.
Cn1nc(C(F)(F)F)c(C#N)c1N1CCN(c2ccccn2)CC1	-12	3	.
Cn1c2c(c(=O)[nH]c1=O)C(c1ccc(O)cc1)C1=C(N2)c2ccccc2C1=O (stereo not given)	0	0	.
Cc1ccc(-c2nc(CN3CCCCC3)cc(CN3CCCCC3)c2O)cc1	32	3	.
CC(C)C(=O)N1CCN(c2ccc(NC(=O)COc3ccccc3[N+](=O)[O-])cc2)CC1	0	-1	.
O=c1/c(=C/c2ccc(O)c([N+](=O)[O-])c2)sc2nc3ccccc3n12	-10	6	.
O=S(=O)(/C=C/c1ccccc1)N1CCN(c2nc(-c3cccnc3)nc3ccccc23)CC1	-7	0	.
c1ccc(-c2nc3ccccn3c2NC2CCCC2)nc1	38	0	.
O=C1OCCC1Sc1nnc(-c2cccnc2)n1-c1ccccc1F (stereo not given)	26	0	.
O=C(O)C1=NOC(CNC(=O)c2ccccc2Cl)C1 (stereo not given)	-8	2	.
COc1ccc(N2CCN(C(=O)C3CC(=O)N(c4ccc(C)cc4)C3)CC2)cc1 (stereo not given)	21	-2	.
CC(NC(=O)Nc1ccc([N+](=O)[O-])cc1)C(c1ccccc1)N1CCOCC1 (stereo not given)	41	-2	.
The list continues:
SMILES	Arrestin-AP2 inh	V-ATPase pH	DSG3 Ab inh
CSc1nc2ncnc(N)c2[nH]1	-4	.	88
Cn1nc(C(C)(C)C)cc1NC(=O)Nc1ccc(Cl)cc1	-2	.	101
COC(=O)CN1C(CN2CCOCC2)=Nc2ccc(Br)cc2C1c1ccccc1 (stereo not given)	.	1	100
CC(C)C1CC(CCN)(Cc2ccccc2)CCO1 (stereo not given)	9	2	105
Cc1nc(-c2ccccc2)nn1-c1ccc([N+](=O)[O-])cc1	-6	0	112
CCCCc1c(O)c2cccc3c2n(c1=O)CCC3	-2	-2	100
CCOC(=O)c1cn2nc(Oc3ccccc3)ccc2n1	19	2	92
Nc1nnc(-c2ccccc2F)s1	-4	0	101
Nc1ccccc1-n1cccc1	5	-3	92
COC(=O)N/N=C/c1ccc(OC(=O)c2ccco2)c(OC)c1	42	-4	97
CCOc1ccccc1NC(=O)Nc1cccc(S(N)(=O)=O)c1	27	0	108
CCCc1nc2oc3ccccc3c(=O)c2c(=O)n1-c1ccccc1	24	1	103
CC(=O)c1cc(C#N)c(SCc2ccccn2)nc1C	5	-1	96
CO/N=C/c1cccn1-c1nccc(N(C)C)c1C#N	12	-1	99
CC1=NNC(=O)C1CC(=O)N/N=C/c1sccc1C (stereo not given)	32	-10	95
O=C1CCCCC1C(=O)c1ccccc1 (stereo not given)	5	-2	99
COc1ccc(Nc2nc(N)c([N+](=O)[O-])c(NCCO)n2)cc1	3	-1	100
S=c1[nH]nc(-c2cc(-c3ccccc3)n[nH]2)n1/N=C/C=C/c1ccco1	37	1	110
CCCCNC(=O)c1cc2cc(OC)ccc2[nH]1	29	2	96
Cc1cc(Nc2ccc(C)c(Cl)c2)nc(N2CCOCC2)n1	-51	-9	105
N/C(=N\NC(=O)Nc1ccccc1)c1ccccn1	12	0	90
CC1CCN(CC(O)COC2CC(C)CC(C)(C)C2)CC1 (stereo not given)	-16	2	102
O=C(O)CC1(CC(=O)Nc2ccc3sccc3c2)CCCCC1	11	0	110
CCOC(=O)Cc1csc(NS(=O)(=O)c2ccc(C(F)(F)F)cc2)n1	46	-5	110
CCCNC(=O)C12CCC(C)(C(=O)O1)C2(C)C (stereo not given)	29	-1	106
(cont.)
SMILES	Arrestin-AP2 inh	V-ATPase pH	DSG3 Ab inh
Nn1c(SCc2ccccc2F)nnc1-c1ccccn1	22	-7	105
CNC(=O)c1cc(NC(=O)CCn2nc(-c3ccc(C)cc3)c3ccccc3c2=O)ccc1OC	-6	-1	111
CCOC(=O)c1cn[nH]c1NC(=S)Nc1ccc(Cl)cc1	-2	1	100
COC(=O)[C@H](Cc1ccccc1)NC(=O)NCc1ccc(C)cc1	0	0	114
O=C(NN1C(=O)/C(=C/c2cccs2)SC1=S)c1cccnc1	11	-3	110
Cc1ccc(NCc2nnc(SCC(=O)O)n2Cc2ccccc2)cc1Cl	10	0	102
O=C(CSc1nc2ncccc2[nH]1)c1ccc2c(c1)OCO2	7	5	104
CCc1ccc(OCC(=O)O/N=C(\N)c2cccnc2)cc1	7	-3	112
CCOC(=O)C(Cc1ccc(OC)c([N+](=O)[O-])c1)NC(=O)CCC(=O)Nc1ccc(OC)cc1 (stereo not given)	19	-2	100
O=C(NC1=NCCS1)c1cccc(F)c1	15	-2	112
Cc1ccc(O)c(C(CC(=O)NC2CCCCC2)c2ccccc2)c1 (stereo not given)	-10	1	100
O=C(O)CSc1cccnc1Sc1ccc(Cl)cc1	34	1	99
O=C(Nc1ccc(CN2CCCCC2)cc1)c1cc(Br)ccc1Cl	27	1	95
COc1ccc(Cc2noc(CN3CCN(C4CCc5ccccc5C4)CC3)n2)cc1OC (stereo not given)	14	0	101
COc1ccc(Cc2c(N)nc(C)nc2N)cc1	6	2	104
COc1cc(Br)cc(C(c2c(C)n(C)n(-c3ccccc3)c2=O)c2c(C)n(C)n(-c3ccccc3)c2=O)c1O	-18	-3	112
CC1(C)CC(=O)C(N=Nc2ccc(Br)cc2)=C(O)C1	41	-3	99
CN1CCN(C2Cc3ccc(Cl)cc3Sc3ccc(F)cc32)CC1 (stereo not given)	-6	1	115
COc1ccc(/C=N/n2cnnc2)cc1Br	34	5	98
Cc1ccc(Nc2ccncc2S(N)(=O)=O)cc1	39	-3	104
Cc1cc(C)c(C#N)c(SCC(=O)C2CC2)n1	4	0	104
N#CCC(=O)Nc1ccc(C(=O)OCC(=O)Nc2ccccc2-c2ccccc2)cc1	-21	4	106
CN(C)Cc1ccccc1CCc1ccccc1	-6	1	114
Cn1c2c(c(=O)n(C)c1=O)C(CC(=O)Nc1ccccc1F)C(=O)N2 (stereo not given)	35	1	96
C=CCNC(=S)N1CCc2[nH]c3ccccc3c2C1	-14	-1	115

3 of the compounds above, as labelled records.
SMILES: O=C(Nc1ccc(CN2CCCCC2)cc1)c1cc(Br)ccc1Cl
  Arrestin-AP2 inh = 27
  V-ATPase pH = 1
  DSG3 Ab inh = 95

SMILES: COc1ccc(Cc2noc(CN3CCN(C4CCc5ccccc5C4)CC3)n2)cc1OC (stereo not given)
  Arrestin-AP2 inh = 14
  V-ATPase pH = 0
  DSG3 Ab inh = 101

SMILES: COc1ccc(Cc2c(N)nc(C)nc2N)cc1
  Arrestin-AP2 inh = 6
  V-ATPase pH = 2
  DSG3 Ab inh = 104

Single entries from above.
Result of O=C(Nc1ccc(CN2CCCCC2)cc1)c1cc(Br)ccc1Cl in Arrestin-AP2 inh: 27
Result of CN(C)Cc1ccccc1CCc1ccccc1 in DSG3 Ab inh: 114
Result of Cc1ccc(O)c(C(CC(=O)NC2CCCCC2)c2ccccc2)c1 (stereo not given) in V-ATPase pH: 1
Result of CC1(C)CC(=O)C(N=Nc2ccc(Br)cc2)=C(O)C1 in Arrestin-AP2 inh: 41
Result of COc1ccc(/C=N/n2cnnc2)cc1Br in DSG3 Ab inh: 98
Result of O=C(NC1=NCCS1)c1cccc(F)c1 in DSG3 Ab inh: 112
Result of C=CCNC(=S)N1CCc2[nH]c3ccccc3c2C1 in DSG3 Ab inh: 115

Next compounds
SMILES	Arrestin-AP2 inh	V-ATPase pH	DSG3 Ab inh
O=C(CSc1n[nH]c(=O)n1Cc1ccco1)N1CCOCC1	25	-4	105
CN(C)CC(O)CN1C(=O)N(CN2C(=O)N(CC(O)CN(C)C)C(=O)C2(C)C)C(C)(C)C1=O (stereo not given)	-4	2	101
CC(C)c1ccc(NC(=O)CSc2n[nH]c(=O)n2Cc2ccco2)cc1	32	-4	113
COc1ccc2[nH]cc(CCNS(=O)(=O)c3ccc(NC(C)=O)cc3)c2c1	28	0	94
c1ccc(CCNc2nc(-c3ccncc3)nc3ccccc23)cc1	42	-5	94
COc1cc(/C=C2\C(=O)ON=C2c2ccc(Cl)cc2)ccc1O	9	1	110
CN1C(CC(=O)Nc2ccc(Cl)cc2Cl)c2ccccc2CC1(C)C (stereo not given)	2	0	108
CN(Cc1ccccc1)C(=O)Nc1ccc(Cl)cc1	-8	5	99
CC1(C)CN=C(N(C(=O)Nc2ccccc2)c2ccccc2F)S1	-3	3	99
CCCn1ncc(CN2CCC(CO)(Cc3ccc(OC)cc3)CC2)c1C	21	1	96
COC(=O)c1cc(C)nc(Sc2ccccc2NC(C)=O)n1	15	-2	101
CCOc1nc(-c2ccccc2)ncc1Oc1ccccc1	4	3	108
O=C(Nc1cc(-c2ccccc2)[nH]n1)c1ccccc1F	19	0	95
CCOC(=O)c1sc(=S)n(-c2ccc(OC)cc2)c1C	-6	0	96
Cn1cc(C(=O)N/N=C/c2cccc([N+](=O)[O-])c2)c2ccccc21	31	1	96
CSS(=O)(=O)c1cccc2cccnc12	-12	-3	98
CCC(C(=O)OCCOCCN(CC)CC)c1ccccc1 (stereo not given)	11	3	101
Cc1ccc(CNC(=O)c2cccnc2)cc1	11	-3	98
CC(=O)Nc1ccc(S(=O)(=O)NCCOc2ccc(Cl)cc2C)cc1	2	-2	102
CC1=NNC(=O)C1C(c1ccc(Cl)cc1)C(C#N)C#N (stereo not given)	7	4	98
COc1ccccc1-c1noc(CCCC(=O)N2CCOCC2)n1	0	-6	107

These rows are one share of the data; rates above refer to the full screens.
